Rv3671c protease: Rv3671c serine protease inhibitors, primary screen, biochemical, fluorescence polarization, M. tuberculosis H37Rv. inhibition, % at 5.96 µM. actives 0.048% (n = 320,000). AID 2606, 2010; in the data active = inhibition above about 38%;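 also: extracellular domain of Rv3671c used as enzyme; 0% = enzyme with DMSO and 100% = no enzyme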
Target sequence (P9WHR9 whole entry, looked up, the tested form may be a part): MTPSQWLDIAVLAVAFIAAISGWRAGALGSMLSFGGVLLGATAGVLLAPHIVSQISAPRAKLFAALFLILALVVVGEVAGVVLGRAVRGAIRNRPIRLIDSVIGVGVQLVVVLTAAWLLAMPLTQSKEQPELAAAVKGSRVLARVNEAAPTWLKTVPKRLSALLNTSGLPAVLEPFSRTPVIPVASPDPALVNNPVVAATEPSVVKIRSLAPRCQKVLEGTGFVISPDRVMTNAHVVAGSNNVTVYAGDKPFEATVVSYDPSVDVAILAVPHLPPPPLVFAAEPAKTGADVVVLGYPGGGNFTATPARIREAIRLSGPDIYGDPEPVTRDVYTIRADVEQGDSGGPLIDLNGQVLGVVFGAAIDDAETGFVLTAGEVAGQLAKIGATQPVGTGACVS
DUSP3 inh: VHR1 phosphatase inhibitors, primary screen, biochemical, absorbance, uHTS | Dual specificity protein phosphatase 3 (Homo sapiens), P51452 | recombinant VHR phosphatase, pNPP absorbance | inhibition, % at 13.3 µM | actives 0.52% (n = 290,000); in the data active = inhibition above about 50%; also: some compounds called inactive have numbers as strong as hits
Target sequence (P51452 whole entry, looked up): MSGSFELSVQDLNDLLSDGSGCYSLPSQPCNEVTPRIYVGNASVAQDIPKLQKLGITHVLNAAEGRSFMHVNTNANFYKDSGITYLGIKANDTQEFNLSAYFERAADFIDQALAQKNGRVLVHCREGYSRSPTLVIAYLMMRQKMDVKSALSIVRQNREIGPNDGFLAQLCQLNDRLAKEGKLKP
MazF activator: activators of E. coli MazEF toxin-antitoxin RNase, primary screen, biochemical, fluorescence, uHTS. Endoribonuclease toxin MazF (Escherichia coli (strain K12)), P0AE70. FAM/BHQ RNA-DNA oligo cleavage fluorescence, 5 h. activation, % at 20 µM. actives 0.32% (n = 350,000). AID 504720, 2011; in the data active = activation above about 50%
Target sequence (P0AE70 whole entry, looked up): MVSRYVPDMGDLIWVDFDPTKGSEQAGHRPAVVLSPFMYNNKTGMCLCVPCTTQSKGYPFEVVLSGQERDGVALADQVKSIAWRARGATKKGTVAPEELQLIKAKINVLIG
Mtb FBA inh: Mtb FBA enzyme inhibitors, primary screen, biochemical, fluorescence, strain H37Rv; Fructose-bisphosphate aldolase (Mycobacterium tuberculosis (strain ATCC 25618 / H37Rv)), …; purified M. tuberculosis FBA, fluorescence read-out; inhibition, % at 1 µM; actives 2.3% (n = 360,000); AID 588726, 2011; in the data active = inhibition above about 27%;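 also: 0% = vehicle and 100% = reference inhibitor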
Target sequence (P9WQA3 whole entry, looked up): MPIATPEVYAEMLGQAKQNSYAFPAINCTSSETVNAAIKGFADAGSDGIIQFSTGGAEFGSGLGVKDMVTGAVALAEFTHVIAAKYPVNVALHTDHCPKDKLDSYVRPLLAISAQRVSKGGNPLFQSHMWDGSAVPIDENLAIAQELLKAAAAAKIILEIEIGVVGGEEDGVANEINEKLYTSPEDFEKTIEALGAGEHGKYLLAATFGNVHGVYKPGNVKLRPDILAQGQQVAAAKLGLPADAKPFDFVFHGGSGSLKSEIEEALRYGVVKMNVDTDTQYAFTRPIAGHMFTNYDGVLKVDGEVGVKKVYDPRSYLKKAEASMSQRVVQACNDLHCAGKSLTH
UGM FP inh: M. tuberculosis UGM enzyme inhibitors, primary screen, biochemical, fluorescence polarization, single point; actives 0.06% (n = 320,000); UDP-galactopyranose mutase (Mycobacterium tuberculosis (strain ATCC 25618 / H37Rv)), …; inhibition, % at 10 µM; purified UGM, fluorescence polarization probe displacement; in the data active = inhibition above about 10%, passing the limit was not always enough
PriA SSB inh: inhibitors of Klebsiella pneumoniae PriA binding to SSB C-terminal tail, primary screen, biochemical, AlphaScreen; AlphaScreen SSBct-PriA binding, biotinylated peptide; inhibition, % at 33 µM; actives 0.6% (n = 430,000); AID 1272365, 2023; in the data active = inhibition mostly above about 37%, no sharp cut-off; inactive = mostly below about 20%;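 also: plate controls were negative control peptide for no effect and reference peptide for full effect; strong numbers were not always called active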
GDH-TPI counter: GDH-TPI coupling enzyme inhibitors, primary screen, artefact control for M. tuberculosis FBA inhibitor project, biochemical, absorbance, full deck | GDH-TPI coupled enzyme counterscreen, NADH absorbance | inhibition, % at 4.8 µM | AID 588335, 2011 | actives 1.2% (n = 360,000); in the data active = inhibition above about 30%;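 also: 0% = DMSO wells and 100% = wells lacking the enzyme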
BH1578 lux ind: inducers of Vibrio cholerae quorum light production without autoinducers, primary screen, BH1578 luxS cqsA deficient, single point. V. cholerae BH1578 lux reporter, luminescence, 6 h. activation, % at 18.7 µM. actives 0.16% (n = 350,000); in the data active = activation mostly above about 9.7%, no sharp cut-off; also: not every result past the cut was called active; inactives centre near 0; reference of the scale not given here
3CLpro inhibitor: SARS-CoV 3CLpro protease inhibitors, primary screen, biochemical, quenched FRET. recombinant SARS-CoV 3CLpro, quenched FRET peptide cleavage. inhibition, % at 6 µM. actives 0.14% (n = 290,000). AID 1706, 2009; in the data active = inhibition above about 12%
Mtb BioA inh: M. tuberculosis BioA enzyme inhibitors, primary screen, biochemical, plate reader, single point, HTS; purified M. tuberculosis BioA enzyme; inhibition, % at 9.99 µM; actives 0.096% (n = 360,000); in the data active = inhibition above about 40%
Numbers without * were called inactive; i = inactive; x = not tested or not shown; & = joins results of further samples.

nr	smiles	Rv3671c protease	DUSP3 inh	MazF activator	Mtb FBA inh	UGM FP inh	PriA SSB inh	GDH-TPI counter	BH1578 lux ind	3CLpro inhibitor	Mtb BioA inh
1	COc1cccc(-c2nc(CS(=O)CC(=O)NCc3ccccc3Cl)c(C)o2)c1 (configuration not stated)	-4	29	0	-1	1.9	-3	-8	1.0	-2	-1.9
2	CC(C)[C@H](NC(=O)c1ccccc1)C(=O)OCC(=O)/C=C1/N(C)c2ccccc2C1(C)C	8	1	-5	4	1.3	-2	24	-2.9	5	x
3	O=C(NCCO)c1cc(-c2cc(C(=O)NCCO)c3ccccc3n2)nc2ccccc12	-6	-2	1	3	-4.4	-3	10	i	-4	-1.4
4	Clc1ccc(Cc2nn3c(Cn4nnc5ccccc54)nnc3s2)cc1	8	-7	-6	0	-0.9	-10	8	-0.4	0	10
5	COCc1cc(C)nc(N/N=C/c2ccc(-c3cc(C(=O)O)ccc3Cl)o2)c1C#N	2	1	x	x	-0.3	x	x	x	3	x
6	COc1ccccc1-c1csc(C(NC(C)=O)c2ccc(F)c(F)c2)n1 (configuration not stated)	x	x	x	1	x	x	8	-0.3	x	-0.1
7	O=C(CSc1nc2ccc(Nc3nc(N4CCOCC4)nc(N4CCOCC4)n3)cc2s1)N1CCOCC1	5	8	-6	2	-1.9	9	9	-0.3	1	x
8	Cc1cc(C)nc(NC(=NCCc2c[nH]c3ccccc23)NC(=O)Nc2ccccc2)n1	-22	7	0	-6	3.7	-1	11	i	3	-1.6
9	Cc1cccc2c(=O)c(-c3ccc4c(c3)OCO4)c(NC(=O)c3ccco3)oc12	-10	6	1	-1	-2.2	5&2	6	0.4	2	-0.6
10	COc1ccc(Cl)cc1N(CC(=O)Nc1ccccc1C(=O)NCc1ccco1)S(C)(=O)=O	-19	26	4	-1	-2.7	-2	0	i	3	3.3
11	CC(C)OP(=O)(O)NC(=O)c1ccccc1	3	5	7	-3	-0.1	-2	-4	i	2	x
12	COC(=O)c1[nH]c2ccc(C)cc2c1NC(=O)CN1CCN(c2ccccc2)CC1	4	28	7	6	0.5	-3	-1	-0.1	-2	x
13	COC(=O)CNC(c1ccccc1Cl)c1cc(Br)ccc1NS(=O)(=O)c1ccc(C)cc1 (configuration not stated)	-2	-3	2	0	x	-3	4	-0.6	-1	-2.1
14	COc1cccc(NS(=O)(=O)c2ccc3c(c2)N(C(C)=O)CCO3)c1	-3	18	0	1	0.6	4	6	-0.2	-1	-0.3
15	COc1cc2[nH]c(=S)n(Cc3ccc(C)o3)c(=O)c2cc1OC	-19	21	-1	0	0.6	-10	16	-0.3	4	-0.3

Part of the list above, limited to BH1578 lux ind and UGM FP inh.
#	SMILES	BH1578 lux ind	UGM FP inh
13	COC(=O)CNC(c1ccccc1Cl)c1cc(Br)ccc1NS(=O)(=O)c1ccc(C)cc1 (configuration not stated)	-0.6	x
14	COc1cccc(NS(=O)(=O)c2ccc3c(c2)N(C(C)=O)CCO3)c1	-0.2	0.6
15	COc1cc2[nH]c(=S)n(Cc3ccc(C)o3)c(=O)c2cc1OC	-0.3	0.6

(list continues)
nr	smiles	Rv3671c protease	DUSP3 inh	MazF activator	Mtb FBA inh	UGM FP inh	PriA SSB inh	GDH-TPI counter	BH1578 lux ind	3CLpro inhibitor	Mtb BioA inh
16	COc1ccc(NC(=O)N2CCCC2C(=O)NCc2ccc(F)cc2)cc1 (configuration not stated)	-5	35	4	7	1.2	-12	-8	1.4	0	0.4
17	CCN(CC(=O)NCc1cccs1)C(=O)c1cccc(S(=O)(=O)N(CC)c2ccccc2)c1	x	x	-3	4	x	-5	1	2.8	x	0.5
18	CC1CCC2(CC1)SCC(=O)N2c1ccc(F)cc1 (configuration not stated)	-6	23	-1	0	2.1	-3	1	-0.2	3	x
19	CCCCc1nc2cc(C(=O)N(C)CCc3cn[nH]c3)ccc2o1	-19	7	-9	0	2.7	-7	4	-0.4	0	-1.1
20	CC1=C(C(=O)OCCC#N)C(c2cc3c(cc2Br)OCO3)NC(=O)N1 (configuration not stated)	-5	5	-25	1	-1.4	-4	18	i	-3	-1.5
21	NS(=O)(=O)c1cccc(NC(=O)COC(=O)c2ccccc2C(=O)c2ccccc2)c1	5	x	-4	5	0.3	5	6	i	x	0.9
22	Cc1c(Cl)cccc1NC(=S)Nn1cnnc1	-2	26	-13	1	-0.4	-2	-3	i	2	x
23	CCCCCc1ccc(-c2ccc(/C=C/C(=O)O)cc2)nc1	-3	8	-1	3	3.4	-9	17	-0.2	-6	1.3
24	O=C1NC(=S)N/C1=C/c1ccc2c(c1)OCO2	-2	6	-21	-1	-2.4	-5	11	0.2	-6	-1.8
25	CC(=O)N1CCSc2ccc(S(=O)(=O)Nc3ccc(C)cc3)cc21	-5	6	11	4	-2.1	6	-5	-0.2	-5	0.7
26	Cc1ccccc1OCCCCCn1ccnc1	-2	24	6	-2	1.0	1	4	i	-3	0.8
27	CCn1cc(C(=O)O)c(=O)c2cc(S(=O)(=O)N3CCCCCC3)ccc21	3	15	5	1	1.1	-2	14	-0.3	6	-1.4
28	CCOc1ccc(N2CC(C(=O)NC3CCCCCC3)CC2=O)cc1 (configuration not stated)	1	-2	7	2	-1.2	-8	4	-0.2	-3	1.2
29	Cc1ccc(NC(=O)C2C3/C=C\CCCCC32)cc1 (configuration not stated)	-3	5	1	-5	-0.4	-4	6	i	-2	-1.5
30	Cc1sc2ncn(/N=C/c3ccco3)c(=O)c2c1C	10	3	7	1	0.2	i	6	-0.2	0	0.3
31	O=C(O)/C=C/c1ccc(S(=O)(=O)Nc2ccc3[nH]c(=O)[nH]c3c2)cc1	-5	17	-4	4	6.3	-1	8	i	-8	-0.1
32	O=C(Nc1nc2ccc(F)cc2s1)c1ccc([N+](=O)[O-])o1	x	x	3	1	x	x	13	i	x	-0.9
33	Cc1nn(-c2ccc(Cl)cc2)c(Cl)c1/C=C(\C#N)C(N)=O	0	33	-15	-9	x	-9	16	-0.3	3	0.3
34	C=CCc1c(C)nc(SCC(=C)C)[nH]c1=O	-4	15	7	-1	3.3	-6	-9	-0.3	4	-3.4
35	NC(=O)[C@@H]1CCCNc2c(I)cc([N+](=O)[O-])cc2C(=O)N[C@@H](CCC(=O)O)C(=O)N[C@@H](CO)C(=O)N1	1	-11	5	0	-3.3	-9	35*	-2.8	-3	-3.2
36	COC(=O)c1cc2sccc2n1Cc1nc(-c2ccc(Cl)cc2)oc1C	-4	-7	-10	-1	-3.0	-10	8	i	0	6.2
37	O=C(NCc1cc(C(F)(F)F)ccc1F)C1CCC(=O)N(C2CC2)C1 (configuration not stated)	0	27	2	7	-1.5	-9	-7	i	-2	0.1
38	CCN(CC(=O)Nc1c(F)cccc1F)C(=O)CCc1c[nH]c2ccccc12	-1	17	7	2	-0.9	9	-5	i	3	x
39	CCC1=NN2C(=N)/C(=C\c3ccc(OCCOc4ccccc4OC)cc3)C(=O)N=C2S1	-7	22	0	2	-2.1	-3	6	0.6	0	-0.3
40	COCCNC(=O)CN1CCC(n2c(C)nc3cc(C(F)(F)F)ccc32)CC1	3	36	-28	-1	-0.7	-21	-2	i	5	-2.2
41	CN(C)S(=O)(=O)n1cnc([C@H]2c3c(ncn3Cc3ccccc3)C[C@H]3COC(=O)[C@@H]32)c1	5	x	6	2	0.0	-2	1	-1.4	x	0.7
42	O=C(N/N=C/c1ccsc1)C1CC1	4	8	-5	3	0.0	x	-1	i	-3	x
43	CCOC(=O)NN1C(=O)c2ccccc2NC1c1ccccn1 (configuration not stated)	-1	-1	4	30*	-1.2	-6	4	-0.6	5	1.7
44	CC(C)Cn1c(N)c(C(=O)CSc2cc(Cl)ccc2Cl)c(=O)n(C)c1=O	-9	-2	x	x	0.6	x	x	x	-3	x
45	Cc1ccc(S(=O)(=O)N2CCOCC2)cc1NC(=O)COC(=O)CSc1ccc(Br)cc1C	2	2	1	0	-1.7	8	2	-2.1	4	0.0
46	COc1ccc(/C=N/N2C(=O)C3C4C=CC(CC4)C3C2=O)c(OC)c1 (configuration not stated)	4	12	4	-2	2.7	x	6	-0.4	5	x
47	CCCCC(=O)Nc1ccc(C(=O)Nc2nnc(COC)s2)cc1	-5	10	-1	-1	1.7	4	6	-0.2	5	-2.1
48	O=C(Nc1ccc(F)c(Cl)c1)c1csc([C@H]2C[C@H](O)[C@@H](CO)O2)n1	x	x	x	-3	x	x	1	-0.3	x	2.3
49	N=c1sccn1CC(=O)Nc1ccc(SC(F)F)cc1	-6	13	9	2	2.8	-9	1	-5.2	0	0.3
50	OC(CCc1cccc(Cl)c1)c1cccs1 (configuration not stated)	-4	14	-7	-1	-2.6	-3	-2	i	-2	x
51	C=CCN(c1ccccc1C(=O)NCC(=O)O)S(=O)(=O)c1ccc(C)cc1	7	36	0	-4	-2.7	-24	-1	-0.4	-2	x
52	Cc1ccc(-n2nc3c(=O)n(CC(=O)NCCCc4ccccc4)nc(C)c3c2C)cc1	3	-27	9	0	1.7	-4	8	-0.2	0	-1.6
53	COc1ccc(C(CC(=O)N2CCCC2)c2c(OC)cc(OC)c3c(-c4ccccc4)cc(=O)oc23)cc1 (configuration not stated)	-5	4	4	1	0.2	-2	8	-0.4	x	0.0
54	O=C1C(C=Nc2ccccc2O)=C(O)c2ccccc21	-26	43	16	-13	-0.5	-3	6	i	-4	-0.3
55	O=C(NC1CCCC1)C1CC(c2ccc(F)cc2)=NO1 (configuration not stated)	1	31	-6	1	2.8	-20	-1	7.5	2	-1.2
56	Nc1ccn([C@H]2C[C@H](O)[C@@H](CO)O2)c(=O)n1	2&-6	-14	0&2	-2&7	-3.9&0.5	-1	1&6	-0.3&0.9	-3	1.0&-3.8
57	CCN(CCO)C(=S)Nc1cc(S(=O)(=O)N(C)C)ccc1C	-3	-22	-8	-1	1.5	-5	-1	-0.2	2	x
58	Cc1cc(C)c(NC(=O)c2cccs2)c(C)c1NC(=O)c1cccs1	-3	5	4	-2	-2.0	-16	-2	-0.3	-5	-1.7
59	Cc1ccc(SCC(=O)N2CCN(c3ccccn3)CC2)cc1	13	13	2	4	-0.7	-1	8	-5.6	2	-1.6
60	O=C(NC12CC3CC(CC(C3)C1)C2)c1ccc(N2CCNCC2)c([N+](=O)[O-])c1	6	1	18	-4	-1.3	6	-4	i	3	x
61	O=C(Cc1ccccc1)Nc1ccc(N2CCCCC2)cc1	1	18	3	1	1.8	-9	5	5.4	-5	x
62	Cc1nc(-c2ccccc2)nc2[nH]c(=O)n(-c3ccccc3)c(=O)c12	-4	4	3	2	-0.4	-16	6	-0.3	-3	1.2
63	O=C(NCn1ccc(=O)[nH]c1=S)c1ccccc1	-1	25	0	5	0.7	-9	-9	-0.4	-8	0.2
64	Cc1ccc(-c2ccc(/C=N\n3cnnc3)o2)c(Br)c1	0	-13	5	5	1.8	x	45*	-0.6	1	-0.9
65	Cc1cc(NC(=O)CCCN2C(=O)/C(=C/c3cccs3)SC2=S)no1	4	-4	-2	-1	0.1	-12	12	-0.3	-1	-1.0
66	O=C(COC(=O)Cn1nnc2ccccc21)Nc1ccccc1Br	-3	8	0	2	-2.1	2	-4	-3.7	2	x
67	O=C(c1cc([N+](=O)[O-])ccc1Cl)N1c2ccccc2Sc2ccccc21	-3	-7	-8	-7	0.5	62*	-2	-0.2	6	-1.5

Some of the compounds tested. The share of hits here may be higher or lower than overall.
